MITF TRPM1 HTS – activators of MITF-driven TRPM1 promoter reporter, primary screen, cell-based, SK-MEL-5, luciferase, single point | SK-MEL-5 TRPM1-promoter luciferase, 24 h; % of positive control, neutral wells = 0 | activation, % at 12.5 µM | actives 0.75% (n = 300,000) | AID 588334, 2011;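 active means mean activation of at least 80% with every replicate also reaching 80%; inconclusive means mean reaches 80% but some replicate falls short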;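 further: 0% = neutral control wells and 100% = parthenolide positive control wells; values of inactives mirror those of a sister screen read the other way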
PvdQ acylase – P. aeruginosa PvdQ acylase inhibitors, primary screen, biochemical, fluorescence, plate reader and imaging, single point | purified PvdQ acylase | inhibition, % at 10 µM | actives 0.063% (n = 340,000); in the data active means inhibition above about 30%, passing the limit was not always enough; inconclusive means no clear call, values can overlap the other calls;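 further: 0% = vehicle neutral wells and 100% = reference inhibitor wells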
HTR5A inv ctr – HTR5A inverse agonists in luminescence cell assay, primary screen, counter-screen for OPRM1-OPRD1 heterodimer inverse agonist project, full-deck HTS; 5-hydroxytryptamine receptor 5A (Homo sapiens), P47898; HTR5A cell line, inverse agonism; inhibition, % at 9.3 µM; actives 0.083% (n = 340,000); AID 504634, 2011; in the data active means inhibition mostly above about 23%, no sharp cut-off; inactive means mostly below about 18%;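 further: 0% = cells with DMSO and 100% = no-cell wells with DMSO; some compounds called inactive have numbers as strong as hits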
Target sequence (P47898 whole entry, looked up): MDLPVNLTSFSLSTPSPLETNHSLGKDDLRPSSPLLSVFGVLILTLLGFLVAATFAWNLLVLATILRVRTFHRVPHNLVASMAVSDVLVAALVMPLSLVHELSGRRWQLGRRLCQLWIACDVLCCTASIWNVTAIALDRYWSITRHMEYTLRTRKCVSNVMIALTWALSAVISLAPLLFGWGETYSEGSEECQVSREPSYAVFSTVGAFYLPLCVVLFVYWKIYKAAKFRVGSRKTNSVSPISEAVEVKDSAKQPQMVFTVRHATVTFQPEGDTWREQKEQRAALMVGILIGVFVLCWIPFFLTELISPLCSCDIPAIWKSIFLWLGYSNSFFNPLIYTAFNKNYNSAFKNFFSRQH
Wnt bcat act – Wnt/beta-catenin pathway activators, primary screen, cell-based, plate reader, single point; Wnt/beta-catenin reporter cell assay, activator; activation, % at 9.35 µM; actives 1.2% (n = 300,000); AID 743398, 2014; in the data active means activation above about 30%, passing the limit was not always enough; inconclusive means no clear call, values can overlap the other calls;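 further: 0% = neutral control wells and 100% = positive control wells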
CDK5 p35 inh – inhibitors of human CDK5/p35 kinase, primary screen, biochemical, single concentration; AID 488839, 2010; Cyclin-dependent kinase 5 (Homo sapiens) + Cyclin-dependent kinase 5 activator 1 (Homo …; Recombinant CDK5/p35, ADP-Glo luminescence, 60 min; inhibition, % at 10 µM; actives 0.01% (n = 330,000);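 active means highest replicate inhibition of at least 50% and at least 75% of replicates reaching 50%; inconclusive means only one of the two criteria met; inactive means both criteria failed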;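 further: plate controls were DMSO neutral control for no effect and GW8510 at 10 µM for full effect; many of its hits are not listed in these tables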
dFosB activator – activators of delta FosB homodimer, primary screen, biochemical, fluorescence polarization, TAMRA-CDK5 oligo, single point | Protein FosB (Mus musculus), P13346 | purified delta FosB; percent of positive-control signal above neutral wells | activation, % at 25 µM | actives 0.99% (n = 340,000);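 active means mean activation above about 17%, with every replicate also reaching it, limit read from the data, passing the limit was not always enough; inconclusive means only one of the two conditions met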;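 further: fluorescence polarization rise as delta FosB binds a TAMRA Cdk5 AP-1 oligo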
Target sequence (P13346 whole entry, looked up): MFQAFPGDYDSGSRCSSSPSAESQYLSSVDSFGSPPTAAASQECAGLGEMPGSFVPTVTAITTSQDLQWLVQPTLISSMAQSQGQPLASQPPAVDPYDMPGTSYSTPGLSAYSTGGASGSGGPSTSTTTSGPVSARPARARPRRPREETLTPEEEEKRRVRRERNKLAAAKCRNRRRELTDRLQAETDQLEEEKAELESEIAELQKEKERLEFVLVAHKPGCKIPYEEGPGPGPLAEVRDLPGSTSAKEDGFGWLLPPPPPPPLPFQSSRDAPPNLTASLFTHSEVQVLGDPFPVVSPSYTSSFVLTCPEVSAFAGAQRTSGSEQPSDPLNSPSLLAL
V-ATPase pH – regulators of yeast V-ATPase proton pumping, primary screen, pHLuorin cytosolic pH fluorescence; S. cerevisiae; response, % at 10 µM; actives 0.37% (n = 350,000); in the data active means response mostly above about 7.3%, no sharp cut-off; inactive means mostly below about 5.4%; further: actives read high; inactives centre near 0; some compounds called inactive have numbers as strong as hits; reference of the scale not given here
SR-BI DiI inh – inhibitors of SR-BI mediated HDL lipid uptake, primary screen, ldlA[mSR-BI] cells, fluorescence, single point; inhibition, % at 12.5 µM; actives 0.96% (n = 320,000); ldlA[mSR-BI] CHO cells, DiI-HDL uptake fluorescence, 3 h; AID 488896, 2010; Scavenger receptor class B member 1 (Mus musculus), Q61009;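 active means mean replicate inhibition of at least 70% and a set share of replicates each scoring 70 or more; inconclusive means meets just one of the two criteria; inactive means fails both criteria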;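 further: 0% = median of neutral control wells and 100% = median of positive control wells; values of inactives mirror those of a sister screen read the other way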
HTR5A ag ctr – HTR5A agonists in luminescence cell assay, primary screen, counter-screen for OPRM1-OPRD1 heterodimer agonist project, full-deck HTS. 5-hydroxytryptamine receptor 5A (Homo sapiens), P47898. cell-based. activation, % at 9.3 µM. actives 0.61% (n = 340,000). AID 504692, 2011; in the data active means activation mostly above about 9.5%, no sharp cut-off; inactive means mostly below about 7.6%;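 further: 0% = cells with vehicle only and 100% = reference agonist; strong numbers were not always called active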
NSD2 inh – NSD2 histone methyltransferase inhibitors, primary screen, biochemical, AlphaScreen, single concentration, set 2; Histone-lysine N-methyltransferase NSD2 (Homo sapiens), O96028; actives 0.54% (n = 310,000); inhibition, % at 12.5 µM; NSD2 peptide methylation, 120 min; in the data active means inhibition above about 50%
Active calls of the source: *; ? = inconclusive; . = no result given.

1. Cc1ccn(CCSCC(=O)O)n1
2. O=C(C[N+]1(CC#Cc2ccccc2)CCOCC1)c1ccc(Cl)cc1
3. Cc1cc(C(F)(F)F)nn1CC(=O)NCc1ccccc1
4. C/C(CCc1ccc2c(c1)OCO2)=N\N=C1\NC(=O)CC(C(=O)Nc2ccccc2F)S1 (stereo not drawn)
5. Cc1ccccc1OCCC(=O)OCC(=O)NCCc1ccccc1
6. CCOC(=O)c1nnc(-c2ccccc2)nc1Oc1ccc(Cl)cc1
7. COc1ccc(N(Cc2cc3cc(OC)ccc3[nH]c2=O)S(C)(=O)=O)cc1
8. COc1ccc(/C=C\C(=O)NCc2ccc3c(c2)cc(C)n3C)cc1OC
entry no.	1	2	3	4	5	6	7	8
MITF TRPM1 HTS	-9	9	-7	10	-5	13	1	2
PvdQ acylase	-5	-2	-7	-1	-2	-12	2	-7
HTR5A inv ctr	-15	5	7	2	-4	-6	8	10
Wnt bcat act	-4	-1	.	0	-2	.	3	0
CDK5 p35 inh	0.6	-0.9	-0.2	0.0	0.3	-0.5	-0.4	-1.9
dFosB activator	8	1	4	-4	-4	1	-5	-4
V-ATPase pH	0	0	0	1	-1	6	-4	2
SR-BI DiI inh	-9	14	-14	73*	-7	9	-35	?
HTR5A ag ctr	6	-2	-3	-1	2	3	3	-5
NSD2 inh	-1	1	0	2	-2	-1	2	.

9. NC(=O)CCn1c(C(=O)c2cccc([N+](=O)[O-])c2)c2ccccc2[n+]1[O-]
10. Cc1ccccc1NC(=O)Cc1nc(CN(C)CC(=O)Nc2cccc(F)c2)cs1
11. Cc1onc(-c2ccccc2)c1C(=O)NCC(O)c1ccccc1 (stereo not drawn)
12. COC(=O)C1CCCCN1C(=O)c1cccc(OC2CCN(C(=O)C3CC3)CC2)c1 (stereo not drawn)
13. O=C(O)c1ccccc1Sc1c([N+](=O)[O-])cc(C(F)(F)F)cc1[N+](=O)[O-]
14. COc1ccc(CCN(C)C(=O)CSc2nc3ncc(Cl)cc3[nH]2)cc1OC
15. CC(Cc1cccnc1)NC(=O)c1cc(COc2c(F)cccc2F)on1 (stereo not drawn)
16. COC(=O)Cc1cc(=O)[nH]c(/N=C(\N)Nc2ccccc2)n1
entry no.	9	10	11	12	13	14	15	16
MITF TRPM1 HTS	-5	-7	.	-15	-1	-1	-2	-1
PvdQ acylase	-6	3	-3	-15	-13	-9	-6	-4
HTR5A inv ctr	-14	-5	-6	5	2	-20	8	-4
Wnt bcat act	-5	-2	-2	-2	-6	0	1	.
CDK5 p35 inh	-0.6	-1.2	0.4	0.5	0.2	-1.3	0.2	-0.8
dFosB activator	0	-4	0	-8	-7	-8	-10	-4
V-ATPase pH	5	-1	3	2	-3	0	-1	2
SR-BI DiI inh	-17	32	-3	-26	-22	-11	1	-23
HTR5A ag ctr	0	9	2	5	-1	7	6	2
NSD2 inh	.	-2	-5	1	12	0	-1	-4

17. OCCC1CN(Cc2cccn2-c2nccs2)CCN1Cc1ccccc1 (stereo not drawn)
18. O=C(COC(=O)CCSc1ccc(Cl)cc1)NCc1ccccc1Cl
19. CC(C(=O)Nc1ccc(C#N)cc1)N1CCN(C(=O)C2CC2)CC1 (stereo not drawn)
20. CC(=O)c1c(C)[nH]c(C(=O)CN2C(=O)NC(C)(c3ccc4c(c3)OCO4)C2=O)c1C (stereo not drawn)
21. O=C(NCc1ccc(F)cc1)Nc1cccc(Cl)c1
22. Nc1nc(Nc2ccccc2)sc1C(=O)c1ccccc1
23. COc1cc(C(C)=O)ccc1OCC(=O)Nc1ccc(Cl)c(S(=O)(=O)N2CCOCC2)c1
24. COC(=O)c1ccc2c(=O)n(CCCCCC(=O)NCc3ccc4c(c3)OCO4)c(=O)[nH]c2c1
entry no.	17	18	19	20	21	22	23	24
MITF TRPM1 HTS	-10	20	-2	2	63	.	-14	.
PvdQ acylase	8	10	-16	-5	-6	-9	-15	-7
HTR5A inv ctr	-3	-29	-6	-2	38	-7	1	0
Wnt bcat act	-5	.	0	1	-8	51*	-4	4
CDK5 p35 inh	0.1	-0.3	-2.9	0.2	0.4	82*	-0.9	-0.4
dFosB activator	-6	-7	3	-12	-1	-1	-22	5
V-ATPase pH	-4	4	-4	1	.	0	1	-1
SR-BI DiI inh	-4	-15	-4	11	10	14	15	17
HTR5A ag ctr	1	3	3	5	-3	1	1	-4
NSD2 inh	4	-3	1	-2	-2	.	-2	0

3 of the entries above in order of their number in NSD2 inh, smallest number first.
No.	canonical_smiles	MITF TRPM1 HTS	PvdQ acylase	Wnt bcat act	CDK5 p35 inh	dFosB activator	V-ATPase pH	SR-BI DiI inh	NSD2 inh
21	O=C(NCc1ccc(F)cc1)Nc1cccc(Cl)c1	63	-6	-8	0.4	-1	.	10	-2
19	CC(C(=O)Nc1ccc(C#N)cc1)N1CCN(C(=O)C2CC2)CC1 (stereo not drawn)	-2	-16	0	-2.9	3	-4	-4	1
17	OCCC1CN(Cc2cccn2-c2nccs2)CCN1Cc1ccccc1 (stereo not drawn)	-10	8	-5	0.1	-6	-4	-4	4

(listing goes on)
25. Cc1cccc(CSCCNC(=O)CN2C(=O)c3ccccc3S2(=O)=O)c1
26. CC12CCC(C(N)=O)(C1Br)C2(C)C (stereo not drawn)
27. CCC(C)Nc1nc(OC(C(F)(F)F)C(F)(F)F)nc(OC(C(F)(F)F)C(F)(F)F)n1 (stereo not drawn)
28. COCCNC(=O)CSc1nc2ccccc2c(=O)n1CCC(=O)N1CCN(c2ccccc2)CC1
29. CCOC(=O)c1c(C)[nH]c(C(=O)Nc2cc(OCC)c(N3CCOCC3)cc2OCC)c1C
30. Cc1nc(SCC(=O)N2CCN(C(=O)c3cccs3)CC2)c2c(C)c(C)sc2n1
31. COc1cc(CCC(=O)OCC(=O)Nc2ccccc2C#N)cc(OC)c1OC
32. COc1cccc(OC)c1OCCCCc1c(C)n[nH]c1C
entry no.	25	26	27	28	29	30	31	32
MITF TRPM1 HTS	11	2	.	10	-14	1	-8	3
PvdQ acylase	1	-11	11	-8	-8	-13	6	2
HTR5A inv ctr	-6	-1	-5	29	-4	0	-10	1
Wnt bcat act	0	.	.	-1	-2	-1	-1	0
CDK5 p35 inh	0.3	0.3	-0.2	0.3	1.0	0.1	-1.0	1.4
dFosB activator	-4	-5	-7	-1	-3	-16	-6	-9
V-ATPase pH	3	13	-2	4	-3	3	1	0
SR-BI DiI inh	.	-13	-9	18	64	-3	-3	20
HTR5A ag ctr	2	1	1	-5	2	0	4	0
NSD2 inh	-1	-2	-1	-4	0	-2	-2	-3

33. CC(C)Cn1c(CCCNC(=O)c2ccco2)nc2ccccc21
34. Cc1nnc(NC(=O)CSc2nccn2-c2cccc(C)c2C)s1
35. COc1ccc(OC)c(C2=NS(=O)(=O)N(C)C(C(=O)Nc3ccc(C(C)=O)cc3)=C2)c1
36. CC(=C/C(=O)O)/C=C/c1ccco1
37. Clc1cccc(CON/C=N/c2ncnc3sccc23)c1
38. Cn1c(=O)c(C(=O)Nc2ccccn2)c(O)c2ccccc21
39. CC1=C(C#N)C(=O)NC(=O)/C1=C/c1ccc(-c2ccc(S(N)(=O)=O)cc2)o1
40. O=C(NC(=S)N1CCN(C2CCCCC2)CC1)c1ccccc1
entry no.	33	34	35	36	37	38	39	40
MITF TRPM1 HTS	-3	-11	2	8	0	.	-5	9
PvdQ acylase	0	-1	-3	7	-14	-8	-9	4
HTR5A inv ctr	6	-19	7	10	-16	1	5	-3
Wnt bcat act	0	-12	0	5	.	.	-1	0
CDK5 p35 inh	.	0.5	-0.1	0.5	0.2	0.5	-0.2	-0.5
dFosB activator	0	-9	-5	2	-3	-4	-9	0
V-ATPase pH	0	-3	-1	-4	-1	-2	-2	-3
SR-BI DiI inh	-20	-14	35	3	-14	2	.	-3
HTR5A ag ctr	4	6	-1	-3	2	-2	-2	1
NSD2 inh	8	.	2	9	0	-4	.	-4

41. COc1cccc(C(C2=C(O)CC(C)(C)CC2=O)C2C(=O)CC(C)(C)CC2=O)c1 (stereo not drawn)
42. COc1ccc(S(=O)(=O)N2CCC(C(=O)NCCC(=O)Nc3nccs3)CC2)cc1
43. C/C(=N/OC(=O)c1cccc(C(F)(F)F)c1)c1cnccn1
44. O=C(CNC(=O)c1cccs1)N/N=C/c1c[nH]c2ccccc12
45. CCN(CC)Cc1c(C(=O)N/N=C/c2ccc(OCc3ccccc3C)cc2)nnn1-c1nonc1N
46. CC(=O)Nc1ccc(S(=O)(=O)Nc2cccc3cccnc23)cc1
47. Cc1cc(NC(=O)c2ccc(C)c(C)c2)no1
48. C/C(Cl)=C/Cn1c(N2CCCC2)nc2c1c(=O)[nH]c(=O)n2C
entry no.	41	42	43	44	45	46	47	48
MITF TRPM1 HTS	-6	11	1	7	49	-5	.	.
PvdQ acylase	5	-10	-9	-7	4	3	-9	-2
HTR5A inv ctr	-34	-3	-4	-4	5	20	7	4
Wnt bcat act	.	3	1	0	6	0	7	1
CDK5 p35 inh	0.8	2.8	-0.8	-1.4	0.6	1.0	-1.1	-0.2
dFosB activator	2	2	-6	-11	-8	-15	4	-1
V-ATPase pH	-8	0	-1	0	2	-1	3	0
SR-BI DiI inh	-3	-9	-2	-12	59	5	-7	-19
HTR5A ag ctr	8	-2	1	2	0	-8	-2	-1
NSD2 inh	-2	1	.	0	-4	10	1	1

49. CCCSC1=NN2CCCC(=O)N=C2S1
50. Cc1ccc2cc(CN(Cc3ccco3)C(=O)NC3CCCCC3)c(=O)[nH]c2c1C
51. COC(=O)CCc1nc2ccccc2nc1OC
52. O=S(=O)(NCCN1CCOCC1)c1ccc(F)c(Cl)c1
53. O=C(CSc1nnc(-c2c[nH]c3ccccc23)o1)c1ccc(-c2ccccc2)cc1
54. CC(CCc1ccco1)NC(=O)Cn1ncc2c1-c1ccccc1OC2 (stereo not drawn)
55. COc1ccccc1-n1cc(CN2CCCC(CO)(Cc3cccc(Cl)c3)C2)cn1 (stereo not drawn)
56. CCOC(=O)/C=C/c1ccc2oc3ccccc3c(=O)c2c1
entry no.	49	50	51	52	53	54	55	56
MITF TRPM1 HTS	24	-5	-7	-2	2	.	7	97*
PvdQ acylase	-14	-7	-1	-9	6	8	-12	1
HTR5A inv ctr	-7	-4	14	-22	10	14	8	-6
Wnt bcat act	8	1	-2	0	.	-3	-1	23
CDK5 p35 inh	-0.4	0.5	-0.8	-0.1	.	1.2	-1.1	0.9
dFosB activator	3	-12	-3	0	2	-4	-10	-3
V-ATPase pH	-2	3	2	-1	0	5	-2	0
SR-BI DiI inh	1	4	-9	-8	17	8	.	-19
HTR5A ag ctr	3	3	4	6	3	-5	-2	4
NSD2 inh	-3	0	-3	-3	-1	.	1	.
